Redox H2O2 prof = compounds producing H2O2 with reducing agent – biochemical, NIH compound library profiling, artefact control for MLSCN library redox annotation, primary screen; DTT-dependent redox cycling H2O2, phenol red/HRP absorbance; 100% = 100 µM peroxide control, 0% = buffer; activation, % at 10 µM; 0.03% of 200,000 active; AID 878;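 active = activation of at least 50% relative to the plate's high and low controls in the primary single-dose screen; inactive = activation below 50%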;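 note: compound incubated with DTT at 0.8 mM final as the reducing agent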
S1P3 antag = antagonists of human S1P3 receptor; Q99500; CHO S1P3 NFAT-BLA reporter, FRET fluorescence, antagonist mode; inhibition, % at 4.98 µM; 0.27% of 170,000 active; AID 485;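 active = inhibition above the plate cutoff, the mean inhibition of test wells on that plate plus 3 SD, cut at about 28% in these data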;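 note: cells challenged with S1P at its EC80 of 0.8 µM; blue over green emission ratio from cleaved BLA substrate after 4 h stimulation; 0% = S1P-stimulated wells and 100% = unstimulated DMSO-only wells; some compounds past the cut are filed as inactive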
Target sequence (Q99500 whole entry, looked up): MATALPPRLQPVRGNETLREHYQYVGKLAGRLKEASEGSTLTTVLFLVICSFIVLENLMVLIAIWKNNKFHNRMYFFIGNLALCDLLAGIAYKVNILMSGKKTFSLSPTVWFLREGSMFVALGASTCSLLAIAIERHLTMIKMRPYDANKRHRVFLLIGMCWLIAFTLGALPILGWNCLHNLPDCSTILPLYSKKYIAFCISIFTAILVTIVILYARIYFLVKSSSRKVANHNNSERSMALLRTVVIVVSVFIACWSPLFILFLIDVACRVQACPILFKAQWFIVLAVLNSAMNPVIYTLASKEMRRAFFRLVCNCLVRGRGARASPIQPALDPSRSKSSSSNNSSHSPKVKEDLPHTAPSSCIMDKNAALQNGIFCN
Efa HMGR inh = E. faecalis class II HMG-CoA reductase inhibition | inhibition, % at 10 µM | AID 1066 | purified E. faecalis HMGR, NADPH absorbance 340 nm kinetic | 0.41% of 190,000 active;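 active = inhibition above a set limit, the median over all tested compounds plus 3 SD, cut at about 9.5% in these data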;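 note: enzyme runs in reverse so mevalonate oxidation gives rising NADPH absorbance; 0% = complete reaction with DMSO and 100% = background rate lacking mevalonate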
PMI act = phosphomannose isomerase (human) activation. purified human PMI, coupled resazurin fluorescence, 20 min; stronger effect = higher value; 1 = vehicle control, 0 substrate-free wells. activation factor at 20 µM. 0.005% of 190,000 active;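 active = activation factor of 2 or more at 20 µM, relative to plate controls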
Target sequence (P34949 whole entry, looked up): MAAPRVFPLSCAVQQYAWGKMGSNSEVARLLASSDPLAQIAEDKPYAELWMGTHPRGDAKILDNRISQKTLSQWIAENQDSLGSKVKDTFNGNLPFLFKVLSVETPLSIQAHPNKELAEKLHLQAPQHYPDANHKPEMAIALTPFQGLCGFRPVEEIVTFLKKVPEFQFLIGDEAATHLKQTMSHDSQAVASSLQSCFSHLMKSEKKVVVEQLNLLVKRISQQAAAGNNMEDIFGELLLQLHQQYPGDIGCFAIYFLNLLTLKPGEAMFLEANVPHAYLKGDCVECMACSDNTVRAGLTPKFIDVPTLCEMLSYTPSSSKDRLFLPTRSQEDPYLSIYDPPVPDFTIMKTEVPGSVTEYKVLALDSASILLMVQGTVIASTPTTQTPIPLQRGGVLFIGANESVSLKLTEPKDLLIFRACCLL
RAM network inh = inhibitors of the yeast RAM network; 1.8% of 190,000 active; AID 868; inhibition, % at 50 µM; S. cerevisiae dse1pr::URA3 reporter, 5-FOA growth OD615, 2 d; analog-sensitive cbk1-as2 kinase mutant strain;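 active = inhibition above a set limit, 3 SD over mean compound inhibition, cut at about 8.4% in these data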;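 note: 0% = DMSO-only wells with no growth and 100% = 10 µM 1-NA-PP1 full growth; inhibition rescues growth on 5-FOA so higher OD means more RAM inhibition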
TNAP inh no acc = TNAP (human) inhibition, acceptor-free conditions. inhibition, % at 20 µM. AID 1012. purified TNAP, CDP-star luminescence, 30 min. P05186. 0.26% of 200,000 active;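 active = tissue-nonspecific alkaline phosphatase inhibition above about 50% at 20 µM in the single-dose screen, limit read from the data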;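 note: 0% = DMSO negative control and 100% = EDTA positive control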
PMI act satM6P = PMI (human) activation, high substrate. coupled PMI enzyme assay, resazurin fluorescence, 20 min; stronger effect = higher value; 1 = untreated enzyme, 0 = substrate-free blank. activation factor at 20 µM. 0.34% of 190,000 active. AID 1216;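 active = activation factor of 2 or more at 20 µM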
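Test system: human phosphomannose isomerase with PGI, G6PDH, diaphorase coupling enzymes; amount: 15 ng/mL PMI; incubation: enzyme reaction with compound 20 min at room temperature; technique: resorufin fluorescence (Ex 544/Em 590 nm) from resazurin via diaphorase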
Hsp70 activator = transcriptional activators of Hsp70; HeLa Hsp70 promoter luciferase reporter, luminescence; scaled: vehicle 0, proteasome-inhibitor control 100%; activation, % at 10 µM; 0.04% of 200,000 active; AID 1203;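 active = activation above the mean across all tested compounds plus 3 SD, cutoff set per campaign, cut at about 5.5% in these data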;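 note: 100% = MG132 at 30 µM as the positive control and 0% = DMSO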
TNAP inh hiacc = TNAP (human) inhibition, high acceptor; P05186; inhibition, % at 20 µM; 0.03% of 200,000 active; purified TNAP, CDP-star luminescence, 1 M DEA;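 active = over 50% inhibition of tissue-nonspecific alkaline phosphatase at 20 µM in the single-dose screen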;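 note: plate controls were DMSO wells for no effect and EDTA-quenched wells as full inhibition for full effect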
L major viab = inhibitors of Leishmania major promastigote growth; Leishmania major promastigotes, resazurin fluorescence viability; inhibition, % at 10 µM; 9% of 200,000 active; in the data active = inhibition above about 50%;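 note: promastigotes grown with compound for 44 hours at 28 °C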
The depositor's hits bear a star; x = not tested or not shown.

SMILES	Redox H2O2 prof	S1P3 antag	Efa HMGR inh	PMI act	RAM network inh	TNAP inh no acc	PMI act satM6P	Hsp70 activator	TNAP inh hiacc	L major viab
CCN(CC)CCNCc1nc2ccccc2c(=O)n1-c1ccc(F)cc1	-0.5	-7	0	1	1.0	7	1	-0.2	0	-4
CCCCCn1c(=O)c(C(=O)NCc2ccco2)c(O)c2ccccc21	-1.1	0	-2	1.2	3.6	-9	1.2	-0.4	-7	6
O=C(CN1C(=O)CCSc2ccccc21)N1CCC2(CC1)OCCO2	0.0	-17	1	1	0.7	-12	0.9	0.2	1	-5
CCCNc1oc(-c2cccc3ccccc23)nc1C#N	-1.7	21	-2	1	3.1	-7	1	0.0	-3	-6
COc1cc2[nH]c(=S)n(-c3ccccc3)c(=O)c2cc1OC	0.2	-11	6	0.9	1.4	-6	0.9	0.0	-2	3
CCN(CC)CCN=C(C)c1c(O)n(-c2ccccc2OC)c(=O)[nH]c1=O	-0.6	x	-2	1.1	0.3	-13	1	-0.2	-9	-5
CN(C)P(=O)(C(Cl)=C(N1CCCCC1)N1CCCCC1)N(C)C	-0.1	12	1	0.9	0.3	-2	0.9	0.1	-4	19
O=c1c(C=NCc2cccs2)c(O)n(C2CCCCC2)c(=O)n1C1CCCCC1	0.0	x	-7	1	1.4	6	1	-0.6	-2	16
O=C(Cn1c2c(c(-c3ccccc3Cl)cc1=O)CCC2)N1CCC2(CC1)OCCO2	0.5	12	-6	0.8	0.8	-6	0.9	-0.3	0	-4
O=c1[nH]c(=O)n(Cc2ccc(F)cc2)c(O)c1C=NCc1cccnc1	1.3	-7	-4	1	0.3	-7	1	0.5	-5	-9
CC12CCC(=O)C=C1CCC1C2CCC2(C)C(O)CCC12 (centres undefined)	-0.3	-14	0	1.1	2.2	-12	1	-0.4	-5	-9
C=CCN1C(=O)/C(=C/c2cccs2)C(=O)NC1=S	0.0	-7	-7	1.5	-0.4	24	1.9	-0.4	-7	16
O=c1[nH]c(=S)n(C2CC2)c(O)c1/C=N/N1CCOCC1	0.0	7	-3	1.1	1.0	-5	1	-0.3	-2	-5
Cc1ccccc1N1C(=O)NC(=O)/C(=C\c2ccc3c(c2)CCCN3Cc2ccccc2)C1=O	0.2	-9	4	1.1	4.8	29	1.2	-0.3	-2	11
CC(c1ccccc1)n1cncc1C(=O)O (centres undefined)	0.1	x	-1	1.1	1.6	0	1.1	-0.5	4	-4
CN1C(=O)C(=Cc2ccc(OCCN(C)c3ccccn3)cc2)C(=O)N(C)C1=O	-0.3	4	1	1.1	0.8	-10	1	0.0	-2	-4
CC(C)N1CC=C(c2c[nH]c3ccccc23)CC1	1.7	-33	1	1	1.3	-16	1	0.0	-3	3
NC(Cc1ccccc1)Cc1ccccc1	-0.3	4	-1	1	-0.1	-7	1	-0.1	-4	-3
c1ccc(C2=NP(N3CCOCC3)(N3CCOCC3)=NC(N3CCOCC3)=N2)cc1	-0.3	10	-4	1	1.3	-12	0.9	-0.2	-3	-2
O=C(CCCn1c(=O)[nH]c2cc(Cl)ccc2c1=O)N1CCC2(CC1)OCCO2	0.5	-20	-5	1.1	2.0	14	1	-0.3	4	-5
O=C(c1ccccc1)C1CCCN(Cc2nc(-c3cnccn3)no2)C1 (centres undefined)	-1.6	11	-4	1	-0.6	-8	1	-0.1	-4	-4
CCOc1ccc2nc(N=Nc3c(O)[nH]c(=S)[nH]c3=O)sc2c1	-1.7	-15	-2	1.1	12*	36	0.9	-0.1	53*	-20
C#CCOCOCC#CCN(CC)CC	2.1	x	-7	1	2.9	-10	1	0.2	-3	-8
CC(C)NS(=O)(=O)c1ccc(OCC(=O)N2CCN(Cc3ccccc3)CC2)c(Cl)c1	0.4	-8	-4	1	2.7	4	1	-0.1	5	10
O=c1c(C=Nc2cccnc2Cl)c(O)n(CCCCl)c(=O)n1C1CCCCC1	0.2	2	1	1	8.3	18	1.2	-0.4	3	0
O=C(Nc1ccccc1)OC1CN=C(N[N+](=O)[O-])NC1 (centres undefined)	-0.9	-6	-3	1	1.1	-18	1	-0.2	-4	8
Cc1cc(N2CCCC2)ccc1C=C(C#N)C#N	0.0	-13	-4	1	6.0	-3	0.9	-0.2	10	2
O=C(c1cccs1)c1cn(Cc2ccccc2Cl)c2ccccc12	0.3	x	1	0.9	7.5	-12	0.9	-0.3	-4	41
CCN1CCC2(CC1)NC(CO)(CO)CO2	-2.4	x	-11	1.1	1.9	-10	1	2.2	-5	-7
CN1C(=O)N(C)C(=O)C2(Cc3c(ccc4ccccc34)N(C)C2)C1=O	-0.3	-2	-2	0.1	1.8	-7	0.3	0.0	-2	12
CCCC(C)C(=O)NC1CCSC1=O (centres undefined)	-0.7	-19	-5	1	3.0	-1	0.9	0.1	0	-3
C#CCN1CCN(c2ccc(F)cc2)CC1	-0.3	-17	0	1.1	-0.6	-4	1.1	0.0	-6	-5
O=C(C1CCCN(S(=O)(=O)c2cccc3nsnc23)C1)N1CCC2(CC1)OCCO2 (centres undefined)	-2.7	2	2	0.9	1.3	-2	0.9	-0.4	0	-4
Cc1cc(OCc2nn[nH]n2)c2c3c(c(=O)oc2c1)CCCC3	2.0	0	1	1.1	2.7	-13	1.1	0.0	-6	-11
CC(=O)N1N=C2C3CCN(CC3)C2C1c1cccc2ccccc12 (centres undefined)	0.4	-13	-2	1.1	-1.1	-2	1.1	-0.2	-5	5
O=C(Nc1ccc(F)cc1)c1c(O)c2c(n(Cc3ccccc3)c1=O)CCCC2	2.0	3	0	1.2	4.0	-2	1.1	-0.4	-6	2
CC(=NCCC1=CCCCC1)c1c(O)n(C)c(=O)n(C)c1=O	1.3	9	-4	1	2.8	-10	0.9	-0.3	0	5
Fc1ccccc1CNC1CN2CCC1CC2 (centres undefined)	-0.8	-2	1	1.1	2.9	-12	1.1	-0.2	-8	-6
CCOC(=O)c1cc(CC)sc1/N=C/C1C(=O)NC(=S)NC1=O	-0.5	-18	-2	1.8	-0.4	-6	2.3*	-0.2	-1	-2
C=CCn1c(O)c(C(C)=Nc2ccc(C(=O)OCC)cc2)c(=O)[nH]c1=O	0.1	18	-1	1	-1.4	0	1	0.8	-1	7
O=C(COC(=O)Cc1ccccc1)Nc1ccc(F)cc1	-0.3	-17	-10	1	0.2	-8	1	0.1	-3	0
c1ccc2cc(C3N4CCCN34)ccc2c1 (centres undefined)	-0.1	-4	1	1	1.4	-5	1	-0.2	2	-1
O=C(c1cccc([N+](=O)[O-])c1)C12CN3CN(CN(C3)C1)C2	-1.0	17	-3	1	1.9	-3	1.1	0.1	-1	-5
CCc1cccc(C)c1NC(=S)N1CC2CC(C1)c1cccc(=O)n1C2 (centres undefined)	0.2	-5	-6	1	1.2	4	1	-0.3	-1	-6
CN(C)P(=S)(Nc1ccccc1)C(Cl)(Cl)Cl (centres undefined)	0.1	-4	6	1	1.8	-3	1	-0.3	2	28
CC(=O)c1ccc2c(c1)OCO2	0.0	14	-3	1.1	-1.4	10	1	-0.1	2	18
O=C(c1ccc(Br)cc1)C12CN3CN(CN(C3)C1)C2	0.1	1	3	1.1	2.5	-12	1.1	-0.2	-2	-2
O=C(c1cccn2c(=O)c3ccccc3nc12)N1CCC2(CC1)OCCO2	2.8	x	-2	1.1	1.9	-12	1.1	0.1	-7	-7
CCN(CC)CCCN=Cc1c(O)n(CCc2ccc(F)cc2)c(=O)[nH]c1=O	2.1	7	-2	1.1	2.5	-6	1	-0.1	-6	7
CC1(C)C(=O)C=C[C@]2(C)[C@H]3CC[C@@]4(C)[C@H](c5ccoc5)OC(=O)[C@H]5O[C@]54[C@]3(C)[C@H](O)C[C@@H]12	0.8	8	3	0.9	1.6	-2	0.9	0.0	-4	100*
Nc1ccc2nonc2c1[N+](=O)[O-]	-2.1	-8	8	0.8	-0.4	1	0.5	-0.2	8	5
CCCCC(CC)CNCC(O)c1ccccc1 (centres undefined)	-4.2	-20	15*	1.1	-0.2	-14	1	0.3	-6	27
Cc1cc(Cl)ccc1C(=O)C1CCCN(C2CCSCC2)C1 (centres undefined)	-1.0	24	-1	1.1	1.0	-2	1.1	-0.1	-10	85*
CCCCc1ccc2[nH]cc(CCN)c2c1	1.9	-19	-5	1	2.8	-6	1.1	-0.1	-3	100*
O=C1CC(N2CCC(n3c(=O)[nH]c4ccccc43)CC2)C(=O)N1c1ccc(F)cc1 (centres undefined)	0.8	-37	-2	1	-0.1	-4	1	0.3	-5	-8
OC1(c2ccc(F)cc2)CC2CCC(C1)N2Cc1nnnn1C1CCCCC1 (centres undefined)	-0.4	17	-9	1	0.4	-1	0.9	-0.1	0	34
CCOc1cc(C=C2C(=O)NC(=O)NC2=O)cc([N+](=O)[O-])c1O	5.6	4	5	0.8	0.1	12	0.8	-0.1	1	-3
O=c1[nH]c(CN2CC=C(c3ccccc3)CC2)nc2cc(C(F)(F)F)ccc12	0.8	x	-1	1.1	0.3	-2	1.2	-0.3	-4	10
CCCCn1c(C)c(C(=O)OCC)c2c(CN3CCOCC3)c(O)ccc21	-0.4	x	-4	0.9	2.6	-4	0.9	-0.3	2	10

Part of the list above in order of count of non-hydrogen atoms, low to high.
SMILES	Redox H2O2 prof	S1P3 antag	Efa HMGR inh	PMI act	RAM network inh	TNAP inh no acc	PMI act satM6P	Hsp70 activator	TNAP inh hiacc	L major viab
CC(=O)c1ccc2c(c1)OCO2	0.0	14	-3	1.1	-1.4	10	1	-0.1	2	18
Nc1ccc2nonc2c1[N+](=O)[O-]	-2.1	-8	8	0.8	-0.4	1	0.5	-0.2	8	5
CN(C)P(=S)(Nc1ccccc1)C(Cl)(Cl)Cl (centres undefined)	0.1	-4	6	1	1.8	-3	1	-0.3	2	28
O=C(COC(=O)Cc1ccccc1)Nc1ccc(F)cc1	-0.3	-17	-10	1	0.2	-8	1	0.1	-3	0
Cc1cc(Cl)ccc1C(=O)C1CCCN(C2CCSCC2)C1 (centres undefined)	-1.0	24	-1	1.1	1.0	-2	1.1	-0.1	-10	85*
CCOc1cc(C=C2C(=O)NC(=O)NC2=O)cc([N+](=O)[O-])c1O	5.6	4	5	0.8	0.1	12	0.8	-0.1	1	-3
O=C(c1cccn2c(=O)c3ccccc3nc12)N1CCC2(CC1)OCCO2	2.8	x	-2	1.1	1.9	-12	1.1	0.1	-7	-7

High-throughput results: PubChem BioAssay, several laboratories

An excerpt; rates above refer to the full screens.
